# Compound activity: PubChem BioAssay, several laboratories
# NRP1-CendR mod: modulators of CendR peptide binding to NRP-1, primary screen, biochemical, fluorescence polarization, uHTS. Neuropilin-1 (Homo sapiens), O14786. FAM-RPARPAR peptide binding to NRP-1. inhibition, % at 25 µM. actives 0.85% (n = 360,000);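 active means inhibition or corrected inhibition above about 18%, plus a signal ratio from 0.5 to 1.5, limit read from the data, passing the limit was not always enough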; further: strong numbers were not always called active
# STEP block: STEP phosphatase inhibitors, primary screen, biochemical, fluorescence intensity, uHTS; inhibition, % at 20 µM; actives 0.25% (n = 360,000); AID 588621, 2011; recombinant STEP, OMFP fluorogenic substrate;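 active means inhibition at 20 µM, scaled per plate between control wells, above about 37%, limit read from the data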;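 further: 0% = DMSO with enzyme and substrate and 100% = substrate only without enzyme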
# Target sequence (P54829 whole entry, looked up): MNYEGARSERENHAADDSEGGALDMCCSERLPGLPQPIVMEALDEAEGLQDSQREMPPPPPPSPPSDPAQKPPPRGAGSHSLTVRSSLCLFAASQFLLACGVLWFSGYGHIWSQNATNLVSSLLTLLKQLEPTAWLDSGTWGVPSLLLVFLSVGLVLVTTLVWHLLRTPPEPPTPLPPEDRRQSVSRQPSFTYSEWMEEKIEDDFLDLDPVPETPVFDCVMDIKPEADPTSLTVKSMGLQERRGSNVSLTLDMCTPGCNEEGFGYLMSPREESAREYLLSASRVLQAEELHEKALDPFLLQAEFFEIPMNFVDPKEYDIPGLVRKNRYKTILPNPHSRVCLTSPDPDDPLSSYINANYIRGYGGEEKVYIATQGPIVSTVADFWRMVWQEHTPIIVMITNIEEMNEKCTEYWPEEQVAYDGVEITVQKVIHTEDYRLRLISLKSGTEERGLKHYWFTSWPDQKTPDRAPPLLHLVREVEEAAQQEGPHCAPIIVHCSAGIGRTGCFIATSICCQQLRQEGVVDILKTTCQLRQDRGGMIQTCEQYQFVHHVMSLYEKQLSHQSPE
#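 Assay system: isolated STEP enzyme. Buffer or medium: pH 6.0 Bis-Tris with DTT and Tween 20. Also added: fluorogenic phosphatase substrate OMFP at 25 µM final. Dosing: 20 µM, 1% DMSO. Timing: 20 min reaction, room temperature, in the dark. Measured by: fluorescence intensity, excitation 480 nm, emission 540 nm. Evaluation: normalized % inhibition.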
# NadD block: inhibitors of S. aureus NadD, primary screen, biochemical, colorimetric, uHTS. Nicotinate-nucleotide adenylyltransferase NadD (Staphylococcus aureus N315). purified NadD enzyme, colorimetric absorbance read-out. inhibition, % at 20 µM. actives 0.78% (n = 360,000). AID 602399, 2012; in the data active means inhibition above about 26%; further: some compounds past the cut are filed as inactive
# DNMT1 block: human DNMT1 methyltransferase inhibitors, primary screen, biochemical, molecular beacon, fluorescence, HinP1I cleavage, uHTS; DNA (cytosine-5)-methyltransferase 1 (Homo sapiens), P26358; inhibition (reported as % activation of signal), % at 10 µM; actives 0.83% (n = 360,000); AID 588458, 2011; in the data active means inhibition above about 50%
# LMPTP inh: LMPTP phosphatase inhibitors, primary screen, biochemical, fluorescence intensity, uHTS; inhibition, % at 20 µM; actives 0.22% (n = 360,000); recombinant LMPTP-A, OMFP fluorogenic substrate; Low molecular weight phosphotyrosine protein phosphatase (Homo sapiens), P24666;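 active means compounds that cut the enzyme signal by at least half of the control window in the single-dose screen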;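 further: plate controls were DMSO wells with enzyme plus substrate for no effect and substrate without enzyme for full effect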
# Target sequence (P24666 whole entry, looked up): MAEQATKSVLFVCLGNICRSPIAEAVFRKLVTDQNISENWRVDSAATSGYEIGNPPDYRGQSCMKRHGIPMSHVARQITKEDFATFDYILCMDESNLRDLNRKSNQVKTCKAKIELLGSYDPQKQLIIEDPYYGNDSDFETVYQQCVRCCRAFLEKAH
#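 Test system: LMPTP-A phosphatase enzyme. Amount: LMPTP-A at 0.625 nM final in the reaction. Reagent: OMFP substrate, 400 µM final. Times: 50 min at room temperature. Signal: endpoint fluorescence intensity from OMFP dephosphorylation. Read-out basis: % inhibition. Benchmarks: no-enzyme and uninhibited controls.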
# SUMO1 PPI mod: modulators of SUMO1 protein-protein interactions, primary screen, biochemical, uHTS; SUMO1 binding to a labelled peptide, TR-FRET, 1 h; inhibition, % at 20 µM; actives 0.33% (n = 360,000); AID 602429, 2012; in the data active means inhibition above about 37%
# Target sequence (P63165 whole entry, looked up): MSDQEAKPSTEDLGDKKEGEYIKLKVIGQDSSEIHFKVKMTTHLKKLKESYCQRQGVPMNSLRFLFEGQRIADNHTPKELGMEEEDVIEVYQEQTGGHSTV
# SKN-1 block: suppressors of acrylamide-induced Pgst-4::GFP reporter in worms, primary screen, SKN-1 inhibitor project, whole organism, uHTS, GFP/RFP fluorescence ratio, strain VP596 | C. elegans VP596 Pgst-4::GFP/RFP ratio, 24 h | inhibition, % at 21.8 µM | actives 0.49% (n = 360,000) | AID 624304, 2012;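 active means interference check ratio from 0.5 to 1.5 plus GFP to RFP signal ratio inhibition reaching or exceeding a fixed threshold, cut at about 30% in these data, passing the limit was not always enough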; further: some compounds called inactive have numbers as strong as hits
# Tb MetRS inh: T. brucei MetRS inhibitors, primary screen, biochemical, luminescence. actives 0.4% (n = 360,000). purified T. brucei MetRS, ATP depletion, Kinase-Glo luminescence. AID 624268, 2012. inhibition, % at 11.9 µM. methionyl-tRNA synthetase (Trypanosoma brucei brucei);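 active means inhibition above a per-plate cutoff of the control wells' mean inhibition plus 3 SD, cut at about 5.5% in these data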;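 further: 0% = DMSO wells median and 100% = median of wells with control inhibitor compound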
#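 Material – parasite MetRS enzyme · Medium – HEPES-MgCl2-KCl buffer plus DTT, spermine, BSA, pyrophosphatase · Reagent – ATP, methionine and E. coli bulk tRNA substrates · Times – 15 min enzyme-compound preincubation, 2 h reaction, 10 min detection, 25 °C · Measured by – luminescence of leftover ATP · Evaluation – percent inhibition relative to median high and low control wells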
# Scp-1 inhibitor: Scp-1 phosphatase inhibitors, primary screen, biochemical, colorimetric, uHTS. Carboxy-terminal domain RNA polymerase II polypeptide A small phosphatase 1 (Homo …. Recombinant Scp1, phosphopeptide, malachite green phosphate absorbance. inhibition, % at 20 µM. actives 0.88% (n = 340,000);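 active means inhibition above about 50% at 20 µM, limit read from the data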;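 further: plate controls were DMSO wells with enzyme for no effect and wells lacking enzyme for full effect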
# Target sequence (Q9GZU7 76-261 limits assumed): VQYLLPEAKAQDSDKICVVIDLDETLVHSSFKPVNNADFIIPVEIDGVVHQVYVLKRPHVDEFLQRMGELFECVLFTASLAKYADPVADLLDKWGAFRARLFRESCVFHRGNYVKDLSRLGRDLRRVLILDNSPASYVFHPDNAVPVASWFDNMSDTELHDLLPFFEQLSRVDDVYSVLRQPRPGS
#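 Assay system: SCP-1 catalytic fragment, aa 76-261 | Buffer or medium: Tris acetate buffer pH 5.5 with MgCl2 and Tween-20 | Compound: One concentration, 20 µM, with 1.0% DMSO | Also added: Phospho 17-mer peptide substrate | Signal: Absorbance at 630 nm | Incubation: 45 min enzyme reaction at room temperature | Measure: % inhibition of SCP-1 phosphate liberation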
# Neddylation inh: inhibitors of cullin neddylation, primary screen, biochemical, TR-FRET, uHTS, NAE and Ubc12. NEDD8-conjugating enzyme Ubc12 (Homo sapiens) + NEDD8-activating enzyme E1 regulatory …. calls only at 25 µM. actives 0.58% (n = 360,000). AID 651699, 2012; in the data active means inhibition above about 36%
# * = called active by the depositor; i = inactive; · = no result given.
SMILES,NRP1-CendR mod,STEP block,NadD block,DNMT1 block,LMPTP inh,SUMO1 PPI mod,SKN-1 block,Tb MetRS inh,Scp-1 inhibitor,Neddylation inh
Cc1ccc(NC(=O)c2ccco2)c(NC(=O)COc2ccccc2)c1,0,2,3,-1,1.9,6,-2,-0.7,-3,i
CN1CCCC1CN1CCCC1 (stereo unspecified),15,-2,2,4,-6.2,5,9,-1.0,·,i
CC1CN(c2ccc(NS(=O)(=O)c3ccccc3)cc2C(=O)O)CC(C)O1 (stereo unspecified),8,0,6,0,-0.6,3,-8,-1.0,-11,i
COc1ccc(S(N)(=O)=O)cc1C(=O)NNC(=O)CN(C)S(=O)(=O)c1ccc(Cl)cc1,-19,-2,5,4,-1.3,0,4,-0.1,-8,i
O=C(Cc1cccs1)Nc1ccc(N2CCOCC2)cc1,-10,-2,-1,15,1.8,0,-24,-1.6,22,i
COc1ccc([N+](=O)[O-])cc1NC(=O)CCN1CCN(C)CC1,0,-1,0,-1,-1.5,-7,8,1.2,-8,i
CN(C)S(=O)(=O)c1cccc(NC(=O)COc2nc3ccccc3nc2N2CCOCC2)c1,-29,3,1,-3,-0.6,2,6,0.2,-2,i
COc1ccc(NC(=S)N/N=C/c2cccn2Cc2ccc(F)cc2)cc1,1,2,-2,-1,-0.5,0,2,-0.5,-12,i
Cc1ccc(CN2CC(C(=O)Nc3cc(S(C)(=O)=O)ccc3Cl)CC2=O)cc1 (stereo unspecified),9,-1,-3,1,1.4,1,-7,-3.1,1,i
O=C(C1=C(O)C(=O)N(c2ncccn2)C1c1ccc(Cl)c(Cl)c1)c1ccco1 (stereo unspecified),-78,2,12,14,3.4,-3,9,-0.3,1,i
CN(Cc1ccccc1)C(=O)c1ccc(NC(=O)Cc2ccc(NC(=O)C3CCCN(C(=O)C4CCCC4)C3)cc2)cc1 (stereo unspecified),5,-3,9,-5,0.2,2,1,-0.7,-4,i
CCCn1c2c(c(=N)c3c1CCC3)CCCC2,13,-6,17,10,1.3,2,-2,-1.4,74*,i
Cc1oc2c(CN3CCCC3)c(O)ccc2c(=O)c1-c1ccccc1,-9,0,3,-2,-0.3,5,0,-0.5,-4,·
Cc1oc2c(c1C(=O)c1ccc(Cl)cc1)C(=O)C(=O)c1ccccc1-2,16,10,10,74*,1.8,16,-6,-0.3,0,i
COCCCNC(=O)C1CCN(S(=O)(=O)c2ccc3nc4c(c(C(=O)O)c3c2)CCCCC4)CC1,13,0,2,-1,-1.6,2,5,0.1,-6,i
CCOC(=O)c1cccc(NC(=O)CCOc2ccccc2)c1,-2,-1,-5,-8,2.1,1,-5,-0.3,-1,i
CC1CCN(C(=O)COc2ccc(Nc3ccccc3)cc2)CC1,-6,-2,1,-6,-0.1,3,-1,-1.2,-5,i
Oc1ccc(N=Nc2cccc(Cl)c2)cc1C=Nc1ccc(N2CCOCC2)cc1,-12,-1,8,-10,3.7,0,-1,-0.4,-10,i
COc1ccccc1CNC(=O)COc1ccccc1OC,-6,0,-3,0,-1.4,3,-6,-0.1,-5,i
COc1ccccc1NS(=O)(=O)c1c(C)nc2sccn2c1=O,5,-3,5,1,-1.0,1,6,-0.8,-3,i

# Part of the list above, with two lines to a compound:
# Every second line gives: NRP1-CendR mod	STEP block	NadD block	DNMT1 block	LMPTP inh	SUMO1 PPI mod	SKN-1 block	Tb MetRS inh	Scp-1 inhibitor	Neddylation inh
CN(C)S(=O)(=O)c1cccc(NC(=O)COc2nc3ccccc3nc2N2CCOCC2)c1
→ -29	3	1	-3	-0.6	2	6	0.2	-2	i
O=C(Cc1cccs1)Nc1ccc(N2CCOCC2)cc1
→ -10	-2	-1	15	1.8	0	-24	-1.6	22	i

# Carrying on:
SMILES,NRP1-CendR mod,STEP block,NadD block,DNMT1 block,LMPTP inh,SUMO1 PPI mod,SKN-1 block,Tb MetRS inh,Scp-1 inhibitor,Neddylation inh
N#Cc1ccncc1Sc1ccc(Cl)cc1,-4,1,-3,2,-12,-6,3,-0.6,-9,i
CCOC(=O)N1CCN(C(=O)c2ccc3c(=O)n(CCOC)c(=O)[nH]c3c2)CC1,-8,-4,0,1,1.8,-1,-6,-0.4,-2,i
Cc1nnc(SCc2ccc(Cl)c(Cl)c2)s1,2,0,-9,2,-0.5,0,20,0.1,-8,i
O=[N+]([O-])c1ccc(Oc2ccc(S(=O)(=O)N3CCOCC3)cn2)cc1,-2,-2,0,5,-1.4,-23,0,0.2,-10,i
COc1cccc(CN2CC(C(=O)NCCn3cccn3)CCC2=O)c1 (stereo unspecified),-2,-2,-3,3,-0.4,-4,11,-0.5,-5,i
CC(C)(C)c1nnc(N/N=C/c2ccc(O)cc2)n(N)c1=O,-10,-4,-1,6,-1.3,-1,9,0.1,-6,i
Cc1c(C(=O)N2CCN(S(=O)(=O)c3ccccc3F)CC2)oc2c(Cl)cccc12,-2,2,-11,-3,3.8,5,45*,-0.2,-6,i
COc1ccc(NS(=O)(=O)c2cn(C)cn2)cc1,-5,-2,-5,0,-0.1,-4,-9,-0.9,-5,i
CC(CC(=O)NCCc1ccc(Cl)cc1)S(=O)(=O)c1ccc2c(c1)NC(=O)CO2 (stereo unspecified),-1,-1,-1,0,-0.7,13,9,0.0,-4,i
COc1cccc(N2CCN(c3ccc4nnc(CCC(=O)Nc5ccc(C)cn5)n4n3)CC2)c1,0,0,5,-5,-0.1,2,-6,-0.3,-1,i
CC(C)(C)c1cc(C(=O)NCC(=O)OCC(=O)c2cccc([N+](=O)[O-])c2)cc(C(C)(C)C)c1,-22,-1,0,-11,-2.1,-11,4,0.4,-5,i
CCn1cnc2c1c(=O)n(CC(=O)NCC(C)C)c(=O)n2Cc1ccccc1,-2,2,-2,3,-0.6,2,18,0.0,-1,i
C=C1CCC[C@]2(C)C[C@H]3OC(=O)C(CN[C@@H](C)c4ccccc4)[C@H]3CC12 (stereo partly specified),6,2,-7,-2,-0.6,-4,9,-1.6,1,i
COCO/C=C(\NC(C)=O)c1ccccc1,0,-1,-4,3,-1.3,-4,2,0.1,-8,i
COc1ccc(CCNC(=O)Cc2ccc(NC3=NC4CS(=O)(=O)CC4S3)cc2)c(OC)c1 (stereo unspecified),-1,0,2,-1,-2.0,-2,-5,-0.4,-7,i
CCC(=O)c1ccc(OCC(=O)NNC(=O)c2cc(C)oc2C)cc1,2,-1,-1,1,-1.2,0,12,-0.7,-4,i
O=C(N/N=C/c1cc2c(cc1Br)OCO2)c1c[nH]c2ccccc12,-3,2,3,-7,2.6,-3,7,2.7,-1,i
CC(=O)Nc1ccc2c(c1)nc(CCN1CCC(C)CC1)n2C,-9,-2,-5,1,1.5,1,-15,-1.3,0,i
Cc1ccc(CSCC(=O)Nc2ccccc2C(=O)O)cc1,3,2,1,3,-0.6,1,7,-1.9,2,i
c1ccc2[nH]c(CN3CCN(c4ncnc5c4oc4ccccc45)CC3)nc2c1,-1,4,3,-14,2.5,2,21,3.2,-12,i
CC(C(=O)N1CCc2ccccc21)N1CCN(S(=O)(=O)c2ccc(C(F)(F)F)cc2)CC1 (stereo unspecified),-5,1,-6,3,2.5,-3,4,-0.3,-2,i
NC(=O)C1CC(=O)N(c2ccc(OCc3ccc(Cl)cc3)cc2)C1 (stereo unspecified),3,2,14,-2,-1.5,1,7,-0.1,-7,i
N#CCc1ccc(NS(=O)(=O)c2ccc(C3CCCCC3)cc2)cc1,4,2,-9,-7,4.1,0,11,0.6,-13,i
Cn1c(=O)c2[nH]c(-c3ccccc3Cl)c(O)c2n(C)c1=O,10,-1,0,8,-1.7,-2,-3,0.5,-5,i
Cc1cccc(NC(=O)CSc2nnc(-c3cc(C)n(-c4ccccc4)c3C)o2)c1C,-1,-1,-4,-4,5.8,0,-16,-0.5,-5,i

# In the list so far, 9 contain an aryl methoxy group.
SMILES,NRP1-CendR mod,STEP block,NadD block,DNMT1 block,LMPTP inh,SUMO1 PPI mod,SKN-1 block,Tb MetRS inh,Scp-1 inhibitor,Neddylation inh
COc1ccc(S(N)(=O)=O)cc1C(=O)NNC(=O)CN(C)S(=O)(=O)c1ccc(Cl)cc1,-19,-2,5,4,-1.3,0,4,-0.1,-8,i
COc1ccc([N+](=O)[O-])cc1NC(=O)CCN1CCN(C)CC1,0,-1,0,-1,-1.5,-7,8,1.2,-8,i
COc1ccc(NC(=S)N/N=C/c2cccn2Cc2ccc(F)cc2)cc1,1,2,-2,-1,-0.5,0,2,-0.5,-12,i
COc1ccccc1CNC(=O)COc1ccccc1OC,-6,0,-3,0,-1.4,3,-6,-0.1,-5,i
COc1ccccc1NS(=O)(=O)c1c(C)nc2sccn2c1=O,5,-3,5,1,-1.0,1,6,-0.8,-3,i
COc1cccc(CN2CC(C(=O)NCCn3cccn3)CCC2=O)c1 (stereo unspecified),-2,-2,-3,3,-0.4,-4,11,-0.5,-5,i
COc1ccc(NS(=O)(=O)c2cn(C)cn2)cc1,-5,-2,-5,0,-0.1,-4,-9,-0.9,-5,i
COc1cccc(N2CCN(c3ccc4nnc(CCC(=O)Nc5ccc(C)cn5)n4n3)CC2)c1,0,0,5,-5,-0.1,2,-6,-0.3,-1,i
COc1ccc(CCNC(=O)Cc2ccc(NC3=NC4CS(=O)(=O)CC4S3)cc2)c(OC)c1 (stereo unspecified),-1,0,2,-1,-2.0,-2,-5,-0.4,-7,i
